# PNC inhibitor – perinucleolar compartment assembly inhibition. PC3M PTB-GFP, PNC prevalence imaging, 16 h; hits give low values. activity change (PNC), negative = inhibition, % at 10 µM. actives 3.1% (n = 140,000). AID 2417;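 active = readout at or below -70, meaning at least 70% loss of cells showing the perinucleolar compartment, a nuclear body marking cancer cells; inconclusive = readout between -30 and a set limit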;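 note: plate controls were DMSO wells for no effect and camptothecin positive control wells for full effect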
#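 PC3M cells stably expressing PTB-GFP, 750–1000 cells/well, treated 16 h at 37 °C with compound (23 nl of library stock), in duplicate. After paraformaldehyde fixation and Hoechst stain, imaged at 20x; PNC prevalence scored by image analysis.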
# ALOX15B inhib – blocks human 15-lipoxygenase 2 activity; O15296; purified 15hLO-2, xylenol orange hydroperoxide absorbance; Potency, µM (titrated, usually from 57.1 µM), without a hit: at the highest dose activity change, negative = inhibition, most hits filed as inhibitors; actives 0.56% (n = 110,000); AID 881; note: potency is the fitted concentration of half-maximal effect; nearly all actives have a fitted effect of over 60% in size; many of its hits are not listed in these tables
# Target sequence (O15296 whole entry, looked up): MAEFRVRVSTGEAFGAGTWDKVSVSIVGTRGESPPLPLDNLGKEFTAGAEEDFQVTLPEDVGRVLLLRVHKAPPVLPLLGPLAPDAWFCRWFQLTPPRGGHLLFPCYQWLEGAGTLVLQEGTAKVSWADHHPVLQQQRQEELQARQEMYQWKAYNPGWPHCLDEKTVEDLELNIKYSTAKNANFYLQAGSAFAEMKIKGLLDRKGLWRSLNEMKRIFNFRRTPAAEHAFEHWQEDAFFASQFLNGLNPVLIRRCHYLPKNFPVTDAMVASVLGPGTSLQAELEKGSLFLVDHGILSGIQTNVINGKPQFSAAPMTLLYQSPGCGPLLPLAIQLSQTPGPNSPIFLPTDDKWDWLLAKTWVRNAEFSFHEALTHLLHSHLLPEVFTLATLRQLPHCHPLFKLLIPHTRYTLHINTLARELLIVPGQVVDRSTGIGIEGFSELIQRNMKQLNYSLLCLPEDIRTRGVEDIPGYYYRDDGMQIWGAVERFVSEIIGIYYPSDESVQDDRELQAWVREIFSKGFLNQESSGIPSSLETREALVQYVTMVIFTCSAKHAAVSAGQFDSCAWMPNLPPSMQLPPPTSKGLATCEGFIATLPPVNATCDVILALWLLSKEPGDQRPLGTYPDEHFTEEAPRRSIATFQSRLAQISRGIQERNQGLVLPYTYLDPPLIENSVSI
#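 Read-out: hydroperoxide product oxidises ferrous iron, measured as xylenol orange complex via the 573-to-405 nm absorbance ratio after 30 min. Reaction: 50 nM enzyme, 15 min compound preincubation, 45 uM arachidonic acid, 90 min RT, Hepes pH 7.5 with Triton X-100.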
# 12-hLO inh – blocks human 12-lipoxygenase activity. actives 0.12% (n = 150,000). AID 1452. Potency, µM (doses to about 57.1 µM), without a hit: at the highest dose activity change, negative = inhibition, actives largely listed as inhibitors. purified 12-hLO, xylenol orange hydroperoxide absorbance; note: potency is the fitted concentration of half-maximal effect; nearly all actives have a fitted effect of over 55% in size; many of its hits are not listed in these tables
#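 Hydroperoxide formation by human 12-lipoxygenase from 40 uM arachidonic acid was followed colorimetrically via ferric-xylenol orange complex, using the 573/405 nm absorbance ratio. Enzyme concentration was 150 nM, with 30 min reaction at room temperature.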
# IMPase cell inh – cell-permeable inhibitors of inositol monophosphatase (IMPase); inhibition (IP1 accumulation), % at 46.1 µM; P97697; CHO-M1 cells, IP1 accumulation, HTRF TR-FRET ratio; 120,000 tested, under 10 active; active = well fitted curve in the direction sought with a large enough effect in the signal ratio, not every such curve was filed as active; inconclusive = small, poorly fitted or top-dose-only effect, or a change in a side signal; inactive = no such curve, though single readings can be large or run the other way; the % refers to the signal ratio;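 note: cells stimulated with carbachol in lithium chloride buffer; plate controls were DMSO basal wells for no effect and reference inhibitor wells for full effect; higher means more IMPase inhibition seen as more IP1 and lower FRET ratio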
# Target sequence (P97697 whole entry, looked up): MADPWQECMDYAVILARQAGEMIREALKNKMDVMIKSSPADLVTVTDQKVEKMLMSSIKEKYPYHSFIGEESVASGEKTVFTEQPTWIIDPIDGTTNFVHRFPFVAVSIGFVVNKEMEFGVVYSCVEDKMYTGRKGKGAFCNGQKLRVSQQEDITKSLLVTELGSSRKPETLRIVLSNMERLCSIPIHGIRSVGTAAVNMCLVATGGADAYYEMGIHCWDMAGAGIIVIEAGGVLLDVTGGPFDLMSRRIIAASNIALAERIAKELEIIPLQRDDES
#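 The IP-One HTRF competitive assay in carbachol-stimulated CHO-M1 cells quantifies cellular IP1. Compounds spanned up to 46 uM final, and activity is expressed as AC50 from concentration-response fits of the ratio and donor data.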
# Active calls of the source: *; ? = inconclusive; . = not tested or not shown; & = joins results of further samples; [ ] = dose if it differs, or a comment. Unless noted, calls come from the whole dose curve; as a rule, active = well fitted curve in the direction sought with a large enough effect; inconclusive = small, poorly fitted or top-dose-only effect, or another doubt; inactive = no such curve, though single readings can be large; an effect the other way counts as inactive or inconclusive. Unless noted, % is set by controls: 0 for no effect and ±100 for the full control effect.
SMILES,PNC inhibitor,ALOX15B inhib,12-hLO inh,IMPase cell inh
CCN1CCCC1Cn1cnc2c([nH]c3ccc(Cl)cc32)c1=O (stereo not drawn),?,11.7%,4.1%,0.1
COc1ccc(N2CCN(C(=O)CCCC3=NS(=O)(=O)c4ccccc4N3)CC2)cc1,-19.8,-3.3%,-3.4%,3.9
CN(C)c1ccc(/C=C/c2nnnn2-c2ccccc2)cc1,-20.1,.,1.7%,.
O=C(CCCCCN1C(=O)C2C3C=CC(C3)C2C1=O)Nc1nccs1 (stereo not drawn),10.6,6.7%,0.1%,10.4
CCC(Sc1nc(C)cc(C)n1)C(=O)O (stereo not drawn),?,7.3%,0.1%,0.4
OC(CN1C2=NCCCN2c2ccccc21)c1ccc(Cl)cc1 (stereo not drawn),12.3,15.6%,2.3%,10.3
CCc1cc2c(SCC(=O)N3CC(=O)Nc4ccccc43)ncnc2s1,44.1,.,0.5%,.
C/C(=N/NC(=O)c1ccoc1C)C12CC3CC(CC(C3)C1)C2,33.6,2.6%,-2.4%,-1.6
O=C(CCc1ccc(S(=O)(=O)NCCc2ccccc2)cc1)NCc1ccc2c(c1)OCO2,50.6,-7.2%,6.6%,5.1
CC(C)OC(=O)c1sc2nc3c(cc2c1N)C(=O)CCC3,22.3,-4.9%,-3.9%,-0.9
CCn1c(=O)cc(OCC(=O)N2CCc3ccccc32)c2ccccc21,-1.0,.,0.9%,9.0
COc1ccc(S(=O)(=O)N(Cc2ccccc2)Cc2nc3ccccc3c(=O)[nH]2)cc1,26.9,-0.9%,1.1%,0.0
CC(=O)c1ccc(NC(=O)C2CCC(C)(C(=O)O)C2(C)C)cc1 (stereo not drawn),29.3,-3.7%,-0.2%,-3.6
C=CCN1C(=O)/C(=C\c2cccs2)C(C(=O)OC)=C1C,47.3,-18.8%,-5.0%,7.7
CCCCn1c(O)c(N=NC(=O)c2ccco2)c2ccccc21,23.0,.,0.4%,.
COc1ccc(N(C(C)=O)C2C=CS(=O)(=O)C2)c(OC)c1 (stereo not drawn),68.1,-0.4%,5.6%,-2.7
CCOc1ccc(OCCSc2nnnn2-c2ccccc2)cc1,17.7,-7.9%,2.7%,0.2
CCOC(=O)C1C(=O)NC(N2CCOCC2)=NC1c1ccco1 (stereo not drawn),-19.3,0.8%,-1.7%,-8.1
N#Cc1cccc(NC(=O)N2CC[C@@]3(CCCN(C(=O)c4ccncc4)C3)C2)c1,.,-0.8%,-2.8%,.
CC1(C)CC(=O)C=C(NCCN2CCN(C(=O)Nc3ccccc3)CC2)C1,?,-4.2%,1.2%,7.8
COc1ccc(S(=O)(=O)n2nc(-c3cc(OC)c(OC)c(OC)c3)cc2N)cc1OC,2.5,.,2.1%,-9.3
O=C(NCCNc1ccc([N+](=O)[O-])cc1)c1ccccc1Br,17.4,-28.9%,-22.0%,7.6
CCOC(=O)Cc1csc(NC(=O)c2sc3nc4c(C)cc(C)cc4cc3c2N)n1,?,?,?,-15.7
COCCNC(=O)C(OC(=O)c1cc2oc(C)cc2n1C)C(C)C (stereo not drawn),64.5,-13.0%,-0.3%,2.6

# Reprinted from the part before: 2 compounds, then new ones.
SMILES,PNC inhibitor,ALOX15B inhib,12-hLO inh,IMPase cell inh
CCOC(=O)Cc1csc(NC(=O)c2sc3nc4c(C)cc(C)cc4cc3c2N)n1,?,?,?,-15.7
COCCNC(=O)C(OC(=O)c1cc2oc(C)cc2n1C)C(C)C (stereo not drawn),64.5,-13.0%,-0.3%,2.6
COc1ccc(NC(=O)CN2CCCCC2)c([N+](=O)[O-])c1,-90.4*,0.8%,2.2%,3.4
O=C(Cn1c(=O)c2sccc2n(Cc2ccc([N+](=O)[O-])cc2)c1=O)NCCc1ccccc1,?,.,-5.1%,2.1
O=C(Nc1ccc2c(c1)OCCO2)C1CCN(S(=O)(=O)c2ccc3c(c2)OCCO3)CC1,15.7,-1.9%,-7.2%,1.7
O=C(NCc1cccs1)c1nn2cccnc2c1Cl,?,0.9%[2.29 µM],-4.6%,-5.0
Cc1nc(C)c(-c2csc(NCCc3ccccc3)n2)s1,-20.2,13.2%,-6.3%,6.3
CC1CC(=O)c2cnc(N3CCOCC3)nc2C1 (stereo not drawn),21.6,1.4%,-3.3%,4.6
O=C(Oc1ccc(N(Cc2cccs2)C2=NS(=O)(=O)c3ccccc32)cc1)c1ccco1,?,.,2.8%,1.8
COc1ccc(C2CC(c3c(-c4ccccc4)c4cc(Cl)ccc4[nH]c3=O)=NN2S(C)(=O)=O)cc1OC (stereo not drawn),9.1,-21.2%,1.4%,9.5
CN(C)c1ccc(NS(=O)(=O)c2ccc(Cl)cc2)cc1,8.5,.,-4.8%,12.1
CC12CCC(C(=O)N3CCCc4ccccc43)(CC1=O)C2(C)C (stereo not drawn),?,7.0%,0.8%,-1.4
O=C(Nc1ccccc1C(F)(F)F)N1CCCC(O)C1 (stereo not drawn),3.3,5.9%,-5.2%,9.4
O=C(CSc1ncn[nH]1)NCCOc1ccccc1,-17.0,2.4%,-1.6%,5.7
COc1ccc(OCCOC(=O)c2ccc(-n3cnnn3)cc2)cc1,-25.5,2.3%,-4.2%,-4.9
O=C1c2ccccc2C(=O)N1OCCOCCOCCBr,10.6,-5.9%,1.2%,0.2
COc1ccccc1C(=O)N(NC(=O)Oc1ccccc1)C(C)(C)C,26.3,.,-0.8%,.
COc1ccc(NC(=O)C(NC(=O)CC2NC(=O)NC2=O)c2ccccc2)cc1 (stereo not drawn),-115.1*,.,-4.0%,5.4
COc1ccc(/C=N/NC(=O)c2ccc(Cn3cc([N+](=O)[O-])cn3)o2)c(OC)c1C,34.2,-14.7%,2.6%,-3.1
Cc1ccccc1Oc1cc(-n2ncc(Cl)c(Cl)c2=O)ncn1,-86.5*,.,-3.8%,.
CC(C)CN1C(=O)CC(Sc2ccccc2C(=O)O)C1=O (stereo not drawn),?,-4.4%,0.0%,-4.7
CCOc1ccc(CCNC(=O)CSCc2ccc(C)cc2)cc1OCC,?,.,-0.7%,2.6
CCn1c(=O)cc(OCC(=O)NCC2CCCO2)c2ccccc21 (stereo not drawn),-17.4,0.5%,-2.1%,-11.9
Cc1csc(C2=C(O)CN(c3ccc4c(c3)OCCOCCOCCOCCO4)C2=N)n1,-2.5,12.0%,1.4%,5.5
O=C(O)c1ccc(CSc2nc3ccccc3o2)cc1,-1.9,.,-0.4%,5.6
COc1ccc(Nc2nnc(SC(C(=O)Nc3ccc(OC)c(Cl)c3)c3ccccc3)s2)cc1 (stereo not drawn),9.8,.,1.4%,.
C=CCNC(=O)Nc1ccc2oc(C)nc2c1,27.0,-1.1%,3.6%,5.1
O=C(COC(=O)c1cc(-c2ccco2)nc2ccccc12)NCc1ccccc1,?,-19.2%,-3.3%,2.7
CCOP(=O)(OCC)C(NC(=O)Nc1ccc(C)c(Cl)c1)c1ccccc1 (stereo not drawn),4.7,.,0.5%,.
CC1CC(C)CN(C(=O)CNS(=O)(=O)c2ccc(Br)s2)C1 (stereo not drawn),62.0,2.1%,-6.4%,-1.1
CN(C)c1nc(OCCOC(=O)COc2ccc(Cl)cc2Cl)nc(N(C)C)n1,5.4,3.2%,-5.3%,8.2
O=C(C1CCCO1)N(c1cccc(Cl)c1)C1C=CS(=O)(=O)C1 (stereo not drawn),12.8,-1.1%,1.6%,11.4
COC(C)(C)[C@H](O)COc1c2ccoc2cc2oc(=O)ccc12,43.5,.,-1.3%,.
CCOC(=O)n1c(=O)oc2cc(S(=O)(=O)N3CCCCC3)ccc21,-100.0*,.,-2.7%,-4.4
O=C(CSc1ncn[nH]1)Nc1nc(-c2ccccc2)cs1,-19.6,16.8%,0.6%,3.1
O=C(c1ccc(Br)o1)N1CCN=C1SCc1cccc(F)c1,39.9,2.2%,2.4%,6.2
O=C1CCc2cc(S(=O)(=O)N3CCN(Cc4ccc5c(c4)OCO5)CC3)ccc2N1,30.0,-5.6%,-13.7%,4.6
COc1cc(CC(=O)NCc2ccccn2)cc(OC)c1OC,9.2,2.5%,-2.8%,10.4
CN(Cc1ccccc1)C(=O)CNC(=O)Cn1cnc2ccccc2c1=O,?,-1.0%,0.5%,10.9
O=C(c1ccco1)N(CCC(c1ccccc1)c1ccco1)Cc1ccccc1 (stereo not drawn),-20.4,.,-3.1%,.
CC(C)CCN1CCNC(=O)C1CC(=O)Nc1ccc(F)cc1 (stereo not drawn),27.2,-0.6%,-5.2%,-5.6
C=CCNC(=S)NNC(=O)c1cccn(Cc2ccc(Cl)c(Cl)c2)c1=O,?,10.6%,-8.2%,-2.0
CC(OC(=O)CCCCCN=C1NS(=O)(=O)c2ccccc21)C(=O)Nc1cc(Cl)cc(Cl)c1 (stereo not drawn),?,.,-0.2%,.
COc1ccc(N2CCN(CCNC(=O)CCN3C(=O)COc4ccccc43)CC2)cc1,-28.3,-3.1%,2.5%,-10.1
CCOC(=O)C1CCN(C(=O)c2ccc(Cl)c(Cl)c2)CC1,?,-2.6%,-5.5%,3.7
COc1ccc(OC)c(C(=O)c2ccccc2)c1,?,.,1.9%,?
CC(=O)c1cc2c(=O)c3cc(C)ccc3oc2nc1C,-25.5,1.7%,-6.9%,-1.3
COc1ccc(OC)c(S(N)(=O)=O)c1,?,5.9%,0.9%,0.6
CCOC(=O)c1c(C)nc2ccc(Cl)cc2c1-c1ccccc1,-13.6,.,-0.8%,.
COC(=O)c1ccc(C(=O)OC)c(NC(=O)CN(c2ccc3c(c2)OCO3)S(C)(=O)=O)c1,27.3,7.0%,0.7%,6.8
Cc1nc2cc(NC(=O)Nc3ccc(N4CCOCC4)cc3)ccc2n1C,?,-1.7%,-2.4%,26.5
Cc1c(NC(=O)CCSc2ccc(Cl)cc2)c(=O)n(-c2ccccc2)n1C,1.9,-0.2%,5.4%,1.8
CCc1ccc(C(C)NC(=O)C2(C)CC2(Br)Br)cc1 (stereo not drawn),?,-0.7%,-0.4%,5.1
CCN(C(C)=O)c1nc(CSc2nnc(NC(C)C)s2)cs1,?,-9.2%,0.5%,2.5
C[C@H]1O[C@@H](O[C@H]2[C@@H](O)C[C@H](O[C@H]3[C@@H](O)C[C@H](O[C@H]4CC[C@@]5(C)[C@H](CC[C@@H]6[C@@H]5C[C@@H](O)[C@]5(C)[C@@H](C7=CC(=O)OC7)CC[C@]65O)C4)O[C@@H]3C)O[C@@H]2C)C[C@H](O)[C@@H]1O,-89.9*,-14.0%,1.9%&1.1%,-0.3
CCOC(=O)C(Cc1ccccc1)NC(=O)CNC(C)=O (stereo not drawn),33.1,-0.7%,-1.1%,-8.1
C=CCOC(=O)C1=C(C)N=C2SCCC(=O)N2C1c1cccs1 (stereo not drawn),-0.2,-4.0%,-1.5%,3.2
S=C(NCCc1ccccc1)NC1CCCCCC1,?,25.1µM*,?,-5.1
COc1cc(OC)cc(-c2cc(NC(C)=O)n[nH]2)c1,8.9,.,-2.2%,?
CNC(=O)Nc1ccc(Cl)cc1,31.9,-1.7%,0.6%,4.4
Cc1nn(-c2cccc(C(F)(F)F)c2)c(Cl)c1/C=N/Nc1cccc(C(=O)O)c1,-19.0,.,-18.8%,.
O=C(NCCN1CCOCC1)Nc1ccccc1,-9.3,-2.5%,3.1%,-9.6

# (cont.)
SMILES,PNC inhibitor,ALOX15B inhib,12-hLO inh,IMPase cell inh
COc1ccc(-n2c(=O)c(C)nc3cnc(Oc4cccc(Cl)c4)nc32)cc1,.,7.8%,-3.3%,.
CCN(CC)CCCn1c(=S)[nH]c2ccc(Cl)cc2c1=O,27.9,9.2%[11.4 µM],0.8%,6.9[1.84 µM]
Nc1ccc2oc3ncccc3c(=O)c2c1,-29.8,3.5%,-5.0%,6.9
COCCn1c(=O)c(-c2ccc(OC)cc2)nc2cnc(Nc3cccc(OC)c3)nc21,.,1.7%,1.2%,.
COc1cc(Cc2nc3ccc(S(=O)(=O)N4CCOCC4)cc3[nH]2)cc(OC)c1OC,-1.9,4.7%,-4.9%,-3.8
CC(=O)c1c(NCCc2ccccc2)cc(C)oc1=O,-17.0,-3.8%,-3.6%,-3.4

# Screening data as filed in PubChem BioAssay.

# A portion of the library (hit frequency here may not be typical).
